NPSR antagonist = neuropeptide S receptor (human) antagonism, cAMP | Q6W5P4 | CHO-NPSR cells, cAMP TR-FRET, antagonist mode | Potency, µM (series often up to 38.3 µM), inactives show at the top dose activity change, negative = inhibition, most hits filed as inhibitors | 220,000 compounds, 1% hits; also: potency is read from the fitted curve at half-maximal effect; % is scaled to controls: 0 for no effect and ±100 for the full control effect; nearly all actives have a fitted effect of over 50% in size; many of its hits are not listed in these tables
Target sequence (Q6W5P4 whole entry, looked up): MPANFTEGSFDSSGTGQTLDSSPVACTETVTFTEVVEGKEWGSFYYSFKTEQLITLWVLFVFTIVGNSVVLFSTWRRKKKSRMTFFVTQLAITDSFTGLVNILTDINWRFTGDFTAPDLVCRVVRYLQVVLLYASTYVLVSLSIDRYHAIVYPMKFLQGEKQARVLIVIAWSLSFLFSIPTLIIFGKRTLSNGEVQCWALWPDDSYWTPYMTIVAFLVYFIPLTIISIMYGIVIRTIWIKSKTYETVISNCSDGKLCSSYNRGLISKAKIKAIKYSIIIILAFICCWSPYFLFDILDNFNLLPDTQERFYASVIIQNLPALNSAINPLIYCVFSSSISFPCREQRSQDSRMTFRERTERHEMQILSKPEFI
CBFb-RUNX1 inh = inhibitors of human CBF-beta and RUNX1 interaction; Q01196+Q13951; AlphaScreen CBFb-His/RUNX1-biotin binding, biochemical; 230,000 tested, under 10 active; Potency, µM (highest dose often 59.8 µM), for the others: top-dose activity, negative = inhibition, usual class: inhibitors; also: % of control where 0% means no effect
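Interaction loss through any mechanism counts as activity. Pre-formed complex of His-CBF-beta and biotin-RUNX1 (30 nM apiece) is incubated with compound 15 min, then with 50 ng nickel and 50 ng streptavidin beads for 90 min before AlphaScreen detection.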
aGal spleen mod = alpha-galactosidase A (human) modulation; P06280; human spleen homogenate, 4MU-alpha-Gal fluorescence, 40 min; Potency, µM (top dose mostly 80 µM), inactives show at the top dose activity change, negative = inhibition, hits mostly inhibitors; 240,000 compounds, 0.008% hits; AID 2107;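 also: potency is read from the fitted curve at half-maximal effect; 0% = enzyme with vehicle and -100% = no enzyme basal signal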
Target sequence (P06280 32-429 limits assumed): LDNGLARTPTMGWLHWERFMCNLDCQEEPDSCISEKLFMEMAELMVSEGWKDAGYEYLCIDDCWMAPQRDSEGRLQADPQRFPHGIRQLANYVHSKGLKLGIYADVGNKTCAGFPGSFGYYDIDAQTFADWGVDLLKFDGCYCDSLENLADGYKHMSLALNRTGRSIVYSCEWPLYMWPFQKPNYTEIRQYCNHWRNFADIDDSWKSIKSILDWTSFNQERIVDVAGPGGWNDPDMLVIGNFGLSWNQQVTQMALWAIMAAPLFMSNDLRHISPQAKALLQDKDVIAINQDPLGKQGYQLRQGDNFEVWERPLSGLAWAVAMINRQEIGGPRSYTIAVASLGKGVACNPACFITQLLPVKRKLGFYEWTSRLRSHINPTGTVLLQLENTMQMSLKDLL
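Inhibition or activation of alpha-galactosidase in human spleen homogenate is scored by 4-MU fluorescence after 40 min at 37C, pH 5.0, with 1 mM substrate. AC50s come from concentration-response fitted to the Hill equation.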
TR SRC2 fluor cs = counter-screen for TRb-SRC2 inhibitors: fluorescence interference. 280,000 compounds, 0.29% hits. Potency, µM (highest dose often 106 µM), for inactives: at the highest dose fluorescence change, negative = quenching. TRb/SRC2 Texas Red total fluorescence interference; active = well fitted curve in either direction with a large enough effect; inconclusive = small, poorly fitted or top-dose-only effect; also: potency is read from the fitted curve at half-maximal effect; % is scaled to controls: 0 for no effect and ±100 for the full control effect
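Human TRb ligand-binding domain at 0.6 uM with 20 nM Texas Red SRC2 peptide in Tris buffer containing 1 uM T3 and 5% DMSO, incubated with compound 5 h at ambient temperature. Total fluorescence (555/632 nm) calculated as parallel + 2 × perpendicular.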
Epigenetic derep = epigenetic control regulation, reporter derepression; murine LDR cells, GFP reporter derepression, 30 h; Potency, µM (top dose mostly 53.9 µM), without a hit: at the top dose GFP activation, hits mostly activators; 280,000 compounds, 0.2% hits; also: potency is read from the fitted curve at half-maximal effect; % of control where 0% means no effect; nearly all actives have a fitted effect of over 60% in size
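Readout is the number of GFP-expressing murine LDR cells, counted by cytometry following washing. Cells were treated with compound for 30 h at 37 C; the stably integrated CMV-GFP locus is normally silent.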
Tau fluor counter = counter-screen for tau fibril formation inhibitors | AID 1463 | 280,000 compounds, 0.93% hits | Potency, µM (series often up to 57.7 µM), inactives show at the highest dose activity change, negative = decrease | tau K18 P301L (four-repeat tau fragment) Alexa594 fluorescence, heparin fibrillization; also: potency is read from the fitted curve at half-maximal effect; % is scaled to controls: 0 for no effect and ±100 for the full control effect; nearly all actives have a fitted effect of over 55% in size
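Human K18 P301L tau (15 uM unlabeled plus 0.24 uM Alexa 594-labeled, final) in 100 mM sodium acetate pH 7 was mixed with compound and 20 uM heparin and incubated 6 hr at 37 C.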
Tau fibril FP = tau fibrillization inhibition (FP); P10636; K18 P301L tau heparin fibrillization, Alexa594 FP, 6 h; Potency, µM (top dose mostly 57.7 µM), for the others: at the top dose activity, negative = inhibition, most hits filed as inhibitors; 280,000 compounds, 0.39% hits; also: potency is read from the fitted curve at half-maximal effect; % is scaled to controls: 0 for no effect and ±100 for the full control effect; nearly all actives have a fitted effect of over 55% in size
Target sequence (P10636 561-689 P618L limits assumed): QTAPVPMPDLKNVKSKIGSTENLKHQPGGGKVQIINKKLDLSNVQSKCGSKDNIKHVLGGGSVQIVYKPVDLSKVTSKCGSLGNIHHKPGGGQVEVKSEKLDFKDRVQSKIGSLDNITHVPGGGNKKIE
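Steps: dispense K18 P301L tau (15 uM plus 0.24 uM Alexa 594 tracer, final) in pH 7 sodium acetate; add compound; add heparin (20 uM final); incubate 6 hr, 37 C; add ThT (30 uM final); after 1 hr ambient, read FP.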
TRb SRC2 PPI = TRbeta-SRC2 interaction inhibition. TRbeta-SRC2 peptide binding, fluorescence polarization; receptor liganded with 1 µM T3. Potency, µM (top dose mostly 106 µM), for the others: at the top dose activity change, negative = inhibition, most hits filed as inhibitors. 280,000 compounds, 0.065% hits;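 also: potency is read from the fitted curve at half-maximal effect; plate controls were bound peptide for no effect and peptide without receptor for full effect; nearly all actives have a fitted effect of over 50% in size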
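Decrease in fluorescence polarization of 20 nM Texas Red SRC2 coactivator peptide flagged inhibition of its binding to 0.6 uM TRb LBD; 1 uM T3 included, incubation 5 hr, ex 555/em 632 nm.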
Active calls of the source: *; ? = inconclusive; · = no result given; [ ] = dose if it differs, or a comment. Unless noted, calls follow the shape of the dose curve; as a rule, active = well fitted curve in the direction sought with a large enough effect; inconclusive = small, poorly fitted or top-dose-only effect, or another doubt; inactive = no such curve, though single readings can be large; an effect the other way counts as inactive or inconclusive. The list is partial. The share of hits here may be higher or lower than overall.

| compound | Tau fibril FP | Epigenetic derep | CBFb-RUNX1 inh | NPSR antagonist | TRb SRC2 PPI | TR SRC2 fluor cs | Tau fluor counter | aGal spleen mod |
| --- | --- | --- | --- | --- | --- | --- | --- | --- |
| O=C(Cn1nc(-c2ccccc2)ccc1=O)NCc1ccc(F)cc1 | 3% | 2.0% | 3% | 15% | 8% | 1% | -11% | -4% |
| O=S(=O)(Nc1ccc(O)c(Sc2nc3ccccc3s2)c1)c1ccc(F)cc1 | 8% | 1.5% | -5% | -3% | -5% | 0% | ? | 14% |
| O=C(Nc1cccc(Cl)c1)c1cc(S(=O)(=O)N2CCCc3ccccc32)ccc1F | ? | 1.8% | · | · | -2% | -1% | ? | · |
| COc1ccc(-n2cccc2C=O)cc1OC | 0% | -2.1% | -1% | -6%[46.1 µM] | -6% | 0% | 6% | -12% |
| O=C(CCN1C(=O)c2ccccc2C1=O)NC(=S)Nc1ccccc1Cl | -4% | 1.9% | -1% | -29% | -3% | -8% | -14% | -2% |
| CCOC(=O)c1c(C)[nH]c(C)c1S(=O)(=O)N1CCCC(C(=O)Nc2ccc(OC)c(Cl)c2)C1 (stereo unspecified) | -8% | 3.3% | · | · | -2% | -1% | -27% | · |
| O=C(N/N=C/c1ccc(OC(=O)c2ccccc2)c([N+](=O)[O-])c1)c1ccc(O)cc1 | -12% | 0.0% | 21% | -24% | -8% | -14% | ? | -11% |
| CCOC(=O)c1ccc(NC(=O)CSc2nccn2-c2cc(C)cc(C)c2)cc1 | -8% | 0.0% | · | · | -5% | -5% | -20% | · |
| CCOc1ccccc1NS(=O)(=O)c1ccc(OC)c(OC)c1 | -5% | -1.2% | 5% | -13%[46.1 µM] | 3% | -1% | 0% | 3% |
| Cc1ccc(NC(=S)NNC(=O)c2nn(C)cc2Cl)cc1 | 5% | -1.6% | -14% | -5%[46.1 µM] | -6% | -2% | -2% | 1% |
| N#Cc1ccc(OC(=O)c2cc(-c3ccc(Cl)cc3)on2)cc1 | 16% | 1.1% | · | · | -1% | 2% | 8% | · |
| Cc1ccc(S(=O)(=O)NCc2cn3ccsc3n2)c(C)c1 | -9% | 2.9% | 0% | 7%[46.1 µM] | -18% | -2% | -15% | -7% |
| CCN(CC)C(=O)C1CCCN(Cc2ccc(OC)c(C)c2C)C1 (stereo unspecified) | 5% | -0.8% | 4% | -5%[46.1 µM] | -11% | -2% | 3% | 8% |
| CCOC(=O)c1csc(NC(C)=O)n1 | 1% | 0.0% | -7% | 25% | -10% | -3% | 0% | -9% |
| CCCN1CCN(CC2=C(C(=O)OCC)C(c3ccc(OC(C)C)cc3)NC(=O)N2)CC1 (stereo unspecified) | 2% | -2.5% | · | · | 0% | -3% | -5% | · |
| Cc1ccccc1-c1nc(CS(=O)(=O)CC(=O)Nc2cc(F)ccc2F)c(C)o1 | -5% | 0.0% | 7% | -14%[46.1 µM] | -11% | -2% | -19% | 0% |
| COCCn1cc(C(=S)N2CCOCC2)c2ccccc21 | -4% | 2.7% | -4% | 1%[46.1 µM] | -4% | 4% | -7% | 2% |
| CCOC(=O)c1cc2c(ccn2C)n1Cc1ccccc1C | 4% | -2.2% | -22% | -14%[46.1 µM] | 0% | 1% | -24% | -6% |
| COc1cccc(N2CC(O)=C(c3nc4ccccc4c(=O)[nH]3)C2=N)c1 | 5% | 5.1% | 5% | -2%[46.1 µM] | -1% | -3% | -18% | -9% |
| COc1cccc(C(=O)COC(=O)C(C)N2C(=O)c3ccccc3C2=O)c1 (stereo unspecified) | -4% | -1.0% | 2% | -16%[46.1 µM] | 0% | -8% | -7% | 4% |
| COc1ccc(Cc2noc(CN3CCN(c4ccc(Cl)cn4)CC3)n2)cc1OC | 0% | -2.2% | 1% | 7% | 2% | -6% | 6% | -19% |
| CCN(C(=O)CSc1nnc(-c2ccncc2)n1-c1ccccc1)C1CCS(=O)(=O)C1 (stereo unspecified) | 8% | -0.4% | -8% | 10% | 0% | -2% | 9% | -10% |
| CC(=O)c1ccc(OC(=O)C2c3ccccc3Oc3ccccc32)cc1 | 1% | 1.2% | 2% | 9%[46.1 µM] | -17% | -4% | -11% | 7% |
| O=C(NCCCN1CCOCC1)c1ccccc1-c1ccccc1 | 3% | 0.0% | 6% | 2%[46.1 µM] | -3% | -3% | 6% | 11% |
| CC(C)(C)N1C(=O)c2ccc(C(=O)Nc3nccs3)cc2C1=O | -6% | 0.7% | -2% | 14%[46.1 µM] | 0% | -2% | -11% | 8% |
| Cc1cc(-c2nnc(SCC(=O)Nc3ccccc3)n2C)no1 | -6% | -1.4% | 7% | 1%[7.67 µM] | -3% | -2% | -7% | -3% |
| COc1cc2c(O)c3c(c(-c4ccc5c(c4)OCO5)c2cc1OC)C(=O)OC3 | 21% | -1.1% | 1% | ? | -3% | -4% | ? | 9% |
| CCOC(=O)C1(C)NC(c2ccco2)C2C(=O)N(C)C(=O)C21 (stereo unspecified) | 1% | -0.9% | 3% | -6% | 6%[53 µM] | -1%[53 µM] | -1% | -11% |
| CCOC(=O)c1ccc(CC(=O)c2ccc(O)c(O)c2O)o1 | 22µM* | 1.1% | · | -5% | -5% | 0% | ? | -6% |
| COc1ccc(NC(=O)Cn2c(=O)n(-c3ccccc3)c(=O)c3c4c(sc32)CCCC4)cc1 | -18% | 6.2% | · | · | 1% | 6% | -5% | · |
| S=C(NCc1ccc2[nH]c3c(c2c1)CCCC3)Nc1ccccc1Cl | 9% | 1.9% | 1% | -29% | -3% | -5% | ? | -5% |
| O=C(Nc1cccc(Cl)c1)NC1CC2CCC(C1)N2Cc1cccs1 (stereo unspecified) | -13% | -0.4% | 2% | 9% | -2% | 0% | -25% | 3% |
| CCOC(=O)C1(CCOc2ccccc2)CCN(Cc2cccc(-n3cccn3)c2)CC1 | -7% | 5.1% | -1% | 35% | 6%[53 µM] | 0%[53 µM] | -9% | 2% |
| CC1=NN(c2ccccc2)C(=O)/C1=C\c1sccc1C | -1% | 7.2% | 6% | 3% | 1% | -3% | -25% | -2% |
| O=C(CCCCCNC(=O)c1ccccc1)N=Nc1c(O)[nH]c2c(Br)cc(Br)cc12 | -1% | 0.0% | -2% | -57% | 5% | 3% | ? | -6% |
| O=C(c1ccc2nc(-c3ccco3)c(-c3ccco3)nc2c1)N1CCN(c2ccccc2)CC1 | -2% | -0.8% | ? | ? | 2% | -9% | ? | -9% |
| Cc1ccc(Cl)cc1NC(=S)N(CCN(C)C)C(C)c1ccccn1 (stereo unspecified) | 0% | 2.6% | · | -7% | 3% | 0% | -3% | 1% |
| CCn1c(SCC(=O)Nc2cc(C)on2)nnc1-c1ccncc1 | 3% | 0.0% | 7% | -8%[46.1 µM] | -4% | 2% | -1% | 11% |
| CN(C)/N=C/c1ccc(OS(=O)(=O)c2ccccc2)cc1 | ? | 0.0% | -24% | 14% | -1% | -8% | ? | -7% |
| O=C(NC1CCCCC1)C(=S)NC1CCCCC1 | 3% | 0.4% | -1% | 11% | -1% | 1% | -8% | 5% |
| COC(=O)C1=C(Nc2ccc(C)cc2)C=C(C)C(C(=O)OC)C1c1ccc(OC)cc1 (stereo unspecified) | 11% | -0.9% | -8% | ? | -5% | -1% | 6% | 10% |
| CN(CC(=O)NC1CCCCC1)S(=O)(=O)c1ccc(Cl)cc1 | 4% | 0.0% | 13% | -3%[46.1 µM] | -10% | -4% | 8% | 5% |
| OCC1N=C(c2ccccn2)OC1c1ccccc1 (stereo unspecified) | 2% | -0.7% | -4% | -9%[46.1 µM] | 7% | 2% | 1% | 2% |
| O=C(Nc1ccc(F)cc1)NC1CCN(Cc2ccccc2)CC1 | -2% | -0.1% | 1% | 13% | -4% | 1% | -1% | -1% |
| O=[N+]([O-])c1cc([N+](=O)[O-])c(N2CCOCC2)cc1NCc1ccccc1 | -4% | -2.2% | -27% | -18%[46.1 µM] | -10% | -4% | -23% | -2% |
| Fc1c(F)c(F)c(/C=N/NC(=S)Nc2cccnc2)c(F)c1F | -6% | 19% | 4% | ? | 4% | 1% | -12% | 10% |
| CC(=O)/C(=N/Nc1cccc(Cl)c1)N1CCOCC1 | -1% | -2.3% | -3% | ? | -3% | 0% | -18% | 3% |
| O=C(Nc1nc2c(s1)CCCC2)c1cc(-c2ccccc2)nc2ccccc12 | -5% | 1.3% | -2% | -10%[46.1 µM] | -1% | ? | -18% | -2% |
| Cc1ccc(N2CC(C(=O)NCc3cccs3)CC2=O)cc1C (stereo unspecified) | -6% | -1.2% | 8% | -4%[46.1 µM] | -11% | 0% | -7% | 2% |
| CCn1c(SCC(=O)c2ccc(CNC(C)=O)o2)nnc1-c1cccs1 | 3% | 0.0% | -9% | -11%[46.1 µM] | -4% | -1% | 2% | -6% |
| O=C(Nc1nnc(CCN2CCCCC2)s1)c1ccc(Cl)cc1Cl | -1% | -2.4% | 6% | 43% | -2% | -3% | -16% | -2% |

Shown with each value named: part of the list above.
CCOC(=O)c1ccc(CC(=O)c2ccc(O)c(O)c2O)o1
  Tau fibril FP: 22µM*
  Epigenetic derep: 1.1%
  CBFb-RUNX1 inh: ·
  NPSR antagonist: -5%
  TRb SRC2 PPI: -5%
  TR SRC2 fluor cs: 0%
  Tau fluor counter: ?
  aGal spleen mod: -6%

O=C(Nc1ccc(F)cc1)NC1CCN(Cc2ccccc2)CC1
  Tau fibril FP: -2%
  Epigenetic derep: -0.1%
  CBFb-RUNX1 inh: 1%
  NPSR antagonist: 13%
  TRb SRC2 PPI: -4%
  TR SRC2 fluor cs: 1%
  Tau fluor counter: -1%
  aGal spleen mod: -1%

CCn1c(SCC(=O)c2ccc(CNC(C)=O)o2)nnc1-c1cccs1
  Tau fibril FP: 3%
  Epigenetic derep: 0.0%
  CBFb-RUNX1 inh: -9%
  NPSR antagonist: -11%[46.1 µM]
  TRb SRC2 PPI: -4%
  TR SRC2 fluor cs: -1%
  Tau fluor counter: 2%
  aGal spleen mod: -6%

O=C(CCCCCNC(=O)c1ccccc1)N=Nc1c(O)[nH]c2c(Br)cc(Br)cc12
  Tau fibril FP: -1%
  Epigenetic derep: 0.0%
  CBFb-RUNX1 inh: -2%
  NPSR antagonist: -57%
  TRb SRC2 PPI: 5%
  TR SRC2 fluor cs: 3%
  Tau fluor counter: ?
  aGal spleen mod: -6%

Source: PubChem BioAssay (National Center for Advancing Translational Sciences (NCATS))
